# Compound activity from PubChem BioAssay.
# aDG glyco act = increases alpha dystroglycan glycosylation; hit rate 0.22% among 360,000; AID 624168; activation, % at 10 µM; Pro5-aDG cells, alpha-DG glycosylation AlphaScreen (IIH6); 0% Pro5, 100% B10-LARGE cell signal;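 active = activation of at least 8% versus controls, or a plate z-score of at least 8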;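 note: Pro5 are CHO cells carrying HIG-tagged alpha-DG that lacks glycosylation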
# Cardio protect = modulators protecting cardiomyocytes from myocardial damage. hit rate 0.63% among 360,000. H9c2 cardiomyocytes, H2O2 injury protection, ATPLite, 2 h. protection from H2O2 cell death, % at 20 µM;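 active = compounds giving at least 50% protection of heart cells from peroxide-induced death in the single-dose screen, raw or plate-pattern-corrected value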;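 note: 0% = DMSO wells with peroxide and 100% = DMSO wells without peroxide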
# MC4R antagonist = blocks human MC4R cAMP signaling. P32245. MC4R-expressing cells, MTII-stimulated cAMP, LANCE TR-FRET. inhibition, % at 6.5 µM. hit rate 0.48% among 360,000;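 active = inhibition above its plate's cutoff, the mean of tested wells on that plate plus 3 SD, cut at about 29% in these data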;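 note: 0% = Melanotan II alone and 100% = Melanotan II plus saturating MCL0020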
# Target sequence (P32245 whole entry, looked up): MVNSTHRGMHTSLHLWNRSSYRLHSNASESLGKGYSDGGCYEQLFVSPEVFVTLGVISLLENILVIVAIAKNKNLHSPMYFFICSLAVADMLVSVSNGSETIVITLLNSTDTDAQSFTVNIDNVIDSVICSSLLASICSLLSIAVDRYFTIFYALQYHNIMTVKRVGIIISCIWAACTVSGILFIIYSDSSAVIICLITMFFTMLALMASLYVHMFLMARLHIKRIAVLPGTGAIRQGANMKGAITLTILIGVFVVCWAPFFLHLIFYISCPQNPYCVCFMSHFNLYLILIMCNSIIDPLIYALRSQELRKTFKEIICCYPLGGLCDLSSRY
#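 System – human MC4R-expressing U2OS cells · Also added – Melanotan II · Dosing – one concentration, 6.5 µM nominal · Timing – 30-min compound, 1-h challenge, 1-h detection, room temperature · Measured by – Eu-cAMP/anti-cAMP TR-FRET, emission 671 nm · Replicates – singlicate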
# m5-HT2A agonist = agonists of mouse serotonin 5-HT2A receptor (HTR2A) | CHO-K1 mHTR2A beta-arrestin complementation, luminescence; percent of 30 µM serotonin response | activation, % at 7.6 µM | hit rate 0.66% among 360,000;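 active = activation above a run cutoff, the mean activation of all tested compounds plus 3 SD, cut at about 14% in these data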;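 note: 0% = plate median of compound wells and 100% = 30 µM serotonin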
# Target sequence (P35363 whole entry, looked up): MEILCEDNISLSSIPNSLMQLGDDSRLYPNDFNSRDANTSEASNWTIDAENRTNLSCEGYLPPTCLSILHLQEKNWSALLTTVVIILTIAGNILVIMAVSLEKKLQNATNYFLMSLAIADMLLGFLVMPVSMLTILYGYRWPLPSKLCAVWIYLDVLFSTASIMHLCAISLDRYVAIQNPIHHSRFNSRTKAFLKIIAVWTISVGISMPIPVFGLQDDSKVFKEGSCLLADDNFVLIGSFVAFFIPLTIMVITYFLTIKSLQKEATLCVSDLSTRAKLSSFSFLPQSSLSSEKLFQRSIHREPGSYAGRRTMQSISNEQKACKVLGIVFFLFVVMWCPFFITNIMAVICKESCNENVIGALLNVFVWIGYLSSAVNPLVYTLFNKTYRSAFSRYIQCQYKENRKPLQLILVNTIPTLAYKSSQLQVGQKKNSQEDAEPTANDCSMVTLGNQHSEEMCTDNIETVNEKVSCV
# ABCB6 inh 2 = human ABCB6 transporter inhibition | AID 602162 | Q9NP58 | hit rate 0.19% among 360,000 | K562-ABCB6 porphyrin accumulation, flow cytometry, 1 h; hits give low values | fluorescence ratio to DMSO, % at 10 µM;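 active = fluorescence ratio to DMSO below 75%, the collection mean minus 3 SD; inconclusive = too few cells collected in the well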;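 note: signal is porphyrin accumulated inside mitochondria; 100% equals median channel fluorescence of DMSO control wells; lower ratio means ABCB6 inhibition with less porphyrin fluorescence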
# Exocytosis inh = lytic granule exocytosis inhibition. hit rate 0.66% among 360,000. inhibition, % at 10 µM. TALL-104 LAMP-1 surface exposure, flow cytometry; cells stimulated with thapsigargin and PMA;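 active = inhibition above about 55%, limit read from the data; inconclusive = no clear call, values can overlap the other calls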
# iPSC survival up = increases survival of single human iPS cells. survival enhancement, % at 20 µM. hit rate 0.044% among 360,000. hiPSC single-cell survival, ATPlite luminescence; 100% = ROCK inhibitor wells, 0% = DMSO; in the data active = survival enhancement above about 18%;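 note: cells exposed to compounds for 16 hours before the ATP read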
# MC4R barr agon = human MC4R agonism via beta-arrestin | P32245 | U2OS MC4R beta-arrestin complementation, luminescence; percent of melanotan II response, DMSO zero | activation, % at 8.9 µM | hit rate 0.98% among 360,000 | AID 540308;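 active = activation above a per-plate cutoff, the mean activation of sample wells on that plate plus 3 SD, cut at about 8% in these data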
# Glyco luc inh = blocks N-linked glycosylation in D54 reporter cells. hit rate 0.23% among 360,000. reporter increase, % at 12.5 µM. D54 ERlucT glycosylation luciferase reporter, 24 h; percent of 100 nM tunicamycin response;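 active = mean luciferase reporter signal, scaled so untreated is 0 and the glycosylation-blocking control 100, at or above a set limit in every replicate; inconclusive = mean reaches the limit but not every replicate does; inactive = mean below the limit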;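 note: luciferase carries N-glycosylation sites so blocking glycosylation raises the light; 0% = median of neutral control wells and 100% = median of 100 nM tunicamycin wells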
# ABHD5 PLIN5 PPI = inhibitors of human ABHD5-perilipin-5 interaction; Q00G26+Q8WTS1; Split G. princeps luciferase complementation, luminescence, 4 h; inhibition, % at 4 µM; hit rate 0.78% among 360,000;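 active = inhibition above the mean inhibition across every tested compound plus 3 SD, cut at about 22% in these data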;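 note: 0% = DMSO only wells and the 100% control is not disclosed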
# An asterisk follows results filed as active; u = inconclusive.
SMILES,aDG glyco act,Cardio protect,MC4R antagonist,m5-HT2A agonist,ABCB6 inh 2,Exocytosis inh,iPSC survival up,MC4R barr agon,Glyco luc inh,ABHD5 PLIN5 PPI
Cc1cccn2c(=O)c3cc(C(=O)NCC4CCCO4)c(=N)n(C4CCCCC4)c3nc12 (stereo not drawn),0.1,10,8,-2,92,4,0.1,-0.4,1,-2
COC(=O)c1ccc(N=NN2CCCCCC2)cc1,0.0,-4,2,5,105,-1,0.7,-0.6,-8,2
O=c1c(Br)ccc(Br)cc1Br,-0.3,-26,5,3,19*,46,5.0,-3.1,-20,84*
CCOC(=O)C1=C(C)N=C2c3ccccc3C(=O)C2C1c1ccccc1 (stereo not drawn),-0.1,29,5,-7,94,3,-2.2,0.9,0,-3
COc1cc2[nH]c(C(=O)N3CCN(C)CC3)cc2c(OC)c1OC,0.2,-3,10,-1,95,0,-0.2,-1.2,3,6
O=C1C(Cc2c[nH]c3ccccc23)NC(=S)N1C1CCCCC1 (stereo not drawn),0.5,-12,4,-1,101,0,-0.7,-0.6,-1,-2
Cc1c(C(C)NC(=O)c2cc(COc3cccc4cnccc34)on2)cnn1C (stereo not drawn),2.8,-15,7,1,99,-3,-0.5,-2.6,-3,7
O=C(Nc1ccccc1)C1CCCN1/C=C/C(=O)C(F)(F)F (stereo not drawn),-0.1,-3,-3,2,94,2,-0.4,-0.7,1,2
CN1CCN(C(=O)C2=C[C@@H](C(C)(C)C)C[C@@H](OCc3ccc(CO)cc3)O2)CC1,0.1,-3,3,-8,98,-5,7.0,-1.6,0,-4
CN1C(=O)C(=O)/C(=C(/O)c2ccc(Br)cc2)C1c1cccc([N+](=O)[O-])c1 (stereo not drawn),-0.1,12,-1,2,98,2,-0.1,-1.2,2,8
COC(=O)Cn1cnc(C(=O)Nc2ccc(C)c(C)c2)n1,0.1,3,-7,1,95,-4,0.3,-0.1,1,-7
CCCCNc1nc(N)nc(-c2cc(Cl)ccc2O)n1,0.1,-18,16,1,101,-2,-1.5,6.8,4,6
COc1ccc([C@@H]2[C@@H]3C(=O)N(C(C)(C)C)C(=O)[C@@H]3[C@]3(Cc4ccccc4)C(=O)N(c4cccc(F)c4)C(=O)N23)cc1,0.3,4,14,13,99,-4,-2.8,-1.3,5,-10
O=C(O)c1ccc2nc(-c3ccco3)c(-c3ccco3)nc2c1,0.1,0,-13,-3,97,-1,0.0,-2.5,3,27*
CC1CCCN(C(=O)c2ccc3c(c2)C(=O)N(CCC2=CCCCC2)C3=O)C1 (stereo not drawn),0.0,-23,6,0,101,-3,2.2,0.5,-1,4
COc1ccc(/C=C/C(=O)Nc2ccc3c(c2)OCCO3)cc1OC,-0.1,3,0,0,97,-2,0.6,-3.1,-7,1
CN(C)c1ccccc1C(=O)c1ccccc1N(C)C,-0.4,-4,-7,-2,97,0,-2.1,-3.0,14,3
CC1Sc2ccc(S(=O)(=O)N3CCC(C(=O)NCc4ccccc4)CC3)cc2NC1=O (stereo not drawn),0.0,0,2,-3,94,3,0.6,-1.7,0,2
CN(C)c1cccc(NC2=CC(=[N+]3CCOCC3)CC(C)(C)C2)c1,-0.1,-5,2,-9,96,-3,-0.4,-2.9,2,-9
Cc1ccc(S(=O)(=O)CCC(=O)N(C)c2c(N)n(Cc3ccccc3)c(=O)[nH]c2=O)cc1,5.7,1,4,1,102,-2,0.6,3.5,-1,10
CCN(CC)C1CC(=O)N(c2ccc(Br)cc2)C1=O (stereo not drawn),0.1,3,10,-8,98,42,-0.1,-1.1,3,7
CS(=O)(=O)N(CC(=O)N1CCCC1)c1cccc(Cl)c1Cl,-0.1,2,7,-4,97,-1,-0.3,-0.6,2,4
CC(O)/C=C/c1ccc2ccccc2n1 (stereo not drawn),0.7,-2,3,19*,98,10,-3.4,-0.6,8,24*
CN(C)c1ccncc1C(=O)Nc1ccc(F)cc1F,-0.1,0,3,0,100,3,-0.5,-1.0,-2,7
O=C(O)c1cccc(NS(=O)(=O)c2ccc(Cl)c(C(=O)O)c2)c1,-0.2,-3,-2,2,102,-2,0.1,-0.6,2,-8
CCc1cccc2sc(NC(=O)C3CC3)nc12,0.3,5,-5,-4,96,-8,-3.1,1.2,0,-2
CC1=NN(c2ccc(Cl)cc2)C(=O)/C1=C\c1cccn1-c1ccc(S(N)(=O)=O)cc1,0.5,-3,8,5,96,16,-1.7,-1.7,-6,11
O=C(CNC(=O)c1ccc(F)cc1)Nc1ccccc1C(F)(F)F,0.0,-8,8,5,98,-4,-0.5,-1.2,2,0
Clc1ccc(SCCN2CCNCC2)cc1,1.4,17,17,0,98,0,2.6,0.3,-1,-1
CCCCn1c(N)c(N2CCOCC2)c(=O)n(CC(=O)NC(C)c2ccccc2)c1=O (stereo not drawn),0.4,-9,17,6,u,5,-1.0,-1.7,0,-11
COC(=O)CSc1nnc2n1C(C)(C)Cc1ccccc1-2,-0.2,-2,6,-1,103,4,5.4,-1.2,2,6
Cc1nnc(SCC(=O)NCc2ccc3c(c2)OCO3)[nH]c1=O,0.1,3,0,7,101,-3,-0.9,-1.6,1,2
COc1ccc(/C=C2\SC(=O)N(CCC(=O)N3CCN(C)CC3)C2=O)cc1,0.1,-7,-3,-5,100,17,-0.6,-1.8,0,-3
COc1cccc(/C=C2/Sc3ccc(C(=O)NCCCN4CCCC4)cc3NC2=O)c1,1.0,-12,3,-13,97,32,-0.4,-2.4,-7,18
COc1ccccc1NC(=O)c1cc(Cl)ccc1NC(=O)c1ccco1,-0.4,-3,18,3,92,4,0.7,4.7,1,5
O=C(Nc1ccccc1)C1(c2ccccc2)CC1(Cl)Cl (stereo not drawn),0.0,-1,3,4,97,4,-2.2,-2.5,-2,-7
Cc1c(C(=O)N2CCCC(C)C2)sc2ncnc(N3CCCCC3C)c12 (stereo not drawn),-0.2,1,-1,3,97,-2,-0.7,-2.3,-1,2
Cc1ccc2c3c([nH]c2c1C)-c1nonc1CC3,0.1,-26,1,0,96,0,2.4,0.1,-3,-2
O=C(COC(=O)c1cncc(Br)c1)NCC1CCCO1 (stereo not drawn),-0.2,12,6,-3,120,-2,-2.8,-0.1,-1,9
CCc1c(C(=O)NCc2ccc3c(c2)OCO3)[nH]c(C)c1C(C)=O,0.1,0,0,0,98,-3,-1.7,-1.2,10,-1

# Two of the compounds above, with bars between the fields.
SMILES | aDG glyco act | Cardio protect | MC4R antagonist | m5-HT2A agonist | ABCB6 inh 2 | Exocytosis inh | iPSC survival up | MC4R barr agon | Glyco luc inh | ABHD5 PLIN5 PPI
CN(C)c1ccncc1C(=O)Nc1ccc(F)cc1F | -0.1 | 0 | 3 | 0 | 100 | 3 | -0.5 | -1.0 | -2 | 7
O=C(O)c1cccc(NS(=O)(=O)c2ccc(Cl)c(C(=O)O)c2)c1 | -0.2 | -3 | -2 | 2 | 102 | -2 | 0.1 | -0.6 | 2 | -8

# (cont.)
SMILES,aDG glyco act,Cardio protect,MC4R antagonist,m5-HT2A agonist,ABCB6 inh 2,Exocytosis inh,iPSC survival up,MC4R barr agon,Glyco luc inh,ABHD5 PLIN5 PPI
CCC(=O)NCCc1nc2ccccc2n1Cc1ccccc1,0.9,12,-1,-3,96,1,-2.5,-1.6,0,5
CC(C)n1cnc2c(Nc3cccc(F)c3)nc(NCCO)nc21,-0.3,-4,0,-3,102,-2,-4.5,-0.2,-8,5
CCc1cc2c(=O)n(-c3ccccc3)cnc2s1,0.3,-9,9,6,104,-7,8.2,0.6,0,1
CN(CC(=O)Nc1ccc(F)cc1)C(=O)c1cccc(S(=O)(=O)N2CCN(c3ccccc3)CC2)c1,0.4,-7,7,0,91,9,-0.2,-1.6,-5,-2
CCOC(=O)C1(CC2CCCCO2)CCN(C(=O)Nc2ccccc2CC)CC1 (stereo not drawn),0.1,1,3,1,97,0,1.8,-1.6,0,-1
Cc1cccc(Cc2c(C)nc3nc(SCC(=O)NCc4ccco4)nn3c2C)c1,0.0,3,0,1,94,1,2.3,-2.2,5,-1
CCOC(=O)c1c(CSc2ccccc2)n(C)c2ccc(O)c(CN3CCN(C)CC3)c12,0.4,13,0,-9,95,59*,-0.7,-0.4,-6,7
Cc1cnc(C(=O)OCC(=O)NCc2cccc(Cl)c2)cn1,0.1,9,2,-7,105,0,0.8,-0.6,0,1
COc1cccc(NC(=O)Nc2cc(Cl)ccc2C)c1,1.3,-8,8,-5,96,1,1.4,1.4,0,8
O=C(COc1cccc(-n2cnnn2)c1)N1CCOCC1,-0.3,3,6,7,100,2,0.8,0.2,-2,4
CC(NCc1ccccc1O)c1ccccc1 (stereo not drawn),0.1,12,10,12,101,-1,-0.7,-3.7,0,2
CCN(CC)C(=O)/C(=C/c1ccc2c(c1)OCO2)NC(=O)c1ccc(Br)cc1,0.0,1,3,0,98,-3,0.6,0.3,-1,2
CC(=O)c1ccc2cc3c(cc2c1)OCO3,-0.2,-5,2,2,97,2,2.7,-0.9,3,-1
Cc1nn(C)c2ncc(C(=O)c3cc(F)ccc3O)cc12,0.3,-7,13,0,95,4,-1.0,1.7,-1,-2
CCOc1ccc2nc(N3CCCN(C(=O)Nc4ccccc4C)CC3)c(C#N)cc2c1,1.4,1,-9,2,120,16,-1.1,2.7,0,-14
CCOC(=O)C1=C(C)Nc2nc(C)nn2C1c1cc(OC)ccc1OC (stereo not drawn),0.0,4,15,-1,105,-1,-1.7,-0.1,3,0
CCOC(Cn1c(SCc2cc(C(C)=O)ccc2OC)nc2ccccc2c1=O)OCC,0.1,0,2,4,97,0,-2.0,-0.6,-1,0
C[C@@H]1CN([C@H](C)CO)C(=O)CCCn2nncc2CO[C@@H]1CN(C)C(=O)Nc1ccc2c(c1)OCO2,0.1,10,2,3,98,-1,7.4,1.2,4,6
O=Cc1ccc(Sc2nnc(-c3ccccc3)o2)c([N+](=O)[O-])c1,0.5,-16,22,0,91,3,-3.3,-1.3,16,-1
Cc1[nH]c2ccc(C(=O)N3CCN(c4cccc(Cl)c4)CC3)cc2c1C,0.6,-5,2,-4,105,2,0.5,-3.1,17,-6
Cc1ccc(S(=O)(=O)NC2(C(F)(F)F)NC(=O)N(C)C2=O)cc1 (stereo not drawn),-0.1,-3,14,-2,102,6,-1.5,-1.5,0,-3
c1cncc(CSc2ccc(-c3cccnc3)nn2)c1,0.1,-4,4,1,87,-2,0.3,1.8,1,11
C/C(=C\c1ccccc1)C(=O)Nc1ccc(Cl)cn1,0.0,-7,3,-4,95,9,-0.5,-1.1,-12,-4
C=CCOn1c(=O)c(-c2ccc(F)cc2)[n+]([O-])c2ccccc21,-0.1,7,2,-4,99,2,0.1,-0.6,3,8
O=C(O)c1ccc2c(c1)C(=O)N(NC(=O)c1ccccc1)C2=O,0.0,2,-6,5,105,-1,-2.2,-0.4,3,-4
